aSyn 5UTR inh: MLPCN primary screen, SNCA 5' untranslated region. alpha-synuclein 5'UTR reporter, inhibitor activity. inhibition, % (tested at 7.5 µM). 300,000 compounds, 0.82% hits; in the data active = inhibition above about 60%;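 note: H4 neuroglioblastoma cells stably carrying SNCA 5'UTR luciferase fusion; 0% = DMSO wells and 100% = positive control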
HSF1 inh: HSF1 inhibition; NIH3T3-HGL HSE-luciferase, MG132-induced, luminescence 8 h; hits give low values; activity change, negative = inhibition, % at 7.5 µM (by protocol); 300,000 compounds, 0.77% hits;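 active = more than half of replicate wells show activity change below -50%, luminescence cut by over half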;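 note: luciferase reports HSF-1 transcriptional activity via heat shock element; 0% = median of DMSO wells and -100% = zero luminescence signal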
HIF act: HIF pathway transcriptional activation. 300,000 compounds, 0.32% hits. activation, % at 7.5 µM (by protocol). U2OS HRE-luciferase reporter, luminescence; normalized: DMSO 0%, desferrioxamine 100%;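 active = mean activation of at least 10% of the iron chelator positive control signal, with at least half of replicates also reaching 10%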
HSF1 activator: increases HSF-1 driven luciferase reporter signal. NIH3T3-HGL HSF-1 luciferase reporter, MG132, 8 h; 100% = twice DMSO control signal. activation, % at 9 µM. 300,000 compounds, 1.7% hits. AID 504408;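 active = mean replicate activation of at least 50% with a set share of replicates each reaching 50%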;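 note: 0% = median of the neutral control wells and 100% = twice that signal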
IEC-6 cytotox: kills IEC-6 intestinal cells in KLF5 counter-screen; IEC-6 cytotoxicity, luminescence viability; inhibition, % at 5 µM; 290,000 compounds, 0.78% hits; in the data active = inhibition above about 22%;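 note: 0% = plate median of test compound wells and 100% = cytotoxic reference compound wells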
Platelet DG rel: platelet dense granule release activity; inhibition, %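 (compounds screened at 7.5 µM in platelet-rich plasma)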; 300,000 compounds, 0.22% hits; human platelet-rich plasma, SFLLRN dense granule ATP release, luminescence;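 active = mean replicate score, as percent of positive control, at or above 50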
SKKanGAS inh: inhibitors of SKKanGAS S. pyogenes growth in kanamycin (SK-promoter or general growth effect); AID 1662; inhibition, % at 7.5 µM; BacTiter-Glo, 6 h; 300,000 compounds, 1.3% hits;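 active = mean replicate score, as percent of positive control median, at least 50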;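 note: strain carries kanamycin resistance gene driven by streptokinase promoter and grows in 40 µg/ml kanamycin; loss of luminescence reflects streptokinase promoter inhibition or plain growth inhibition; 0% = median of DMSO wells and 100% = positive control at its reference dose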
HSP90 inh: HSP90 refolding inhibition in rabbit reticulocyte lysate. 290,000 compounds, 0.91% hits. AID 1789. luciferase refolding luminescence, 3 h. inhibition, % at 5.6 µM;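 active = inhibition above the screen-wide mean plus 3 SD, computed separately per campaign, cut at about 16% in these data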;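 note: 0% = DMSO wells and 100% = 60 µM geldanamycin wells; inhibitors lower the luminescence because luciferase stays unfolded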
AI-2 QS modul: modulates the Vibrio harveyi AI-2 quorum sensing system; Vibrio harveyi JMH597 AI-2 luminescence/OD600 ratio, 9 h; hits give low values; strain lacks LuxN and CqsS sensors; 0 = neutral-control median; 300,000 compounds, 0.4% hits; activity change, % at 7.5 µM; AID 2094; in the data active = activity change below about -75%, passing the limit was not always enough;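 note: luminescence divided by OD600 gain over 9 h not by final OD600 alone; inactives centre near 13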
KLF5 inh: kruppel-like factor 5 inhibition. DLD-1 KLF5 promoter-luciferase reporter, luminescence. inhibition, % at 5 µM. 290,000 compounds, 0.23% hits. AID 1700;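 active = inhibition above a per-plate limit of that plate's mean compound inhibition plus 3 SD, cut at about 60% in these data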;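 note: 0% = DMSO wells and 100% = LY294002 at 200 µM; higher means less KLF5 promoter-driven luciferase light; inactives centre near -14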
* marks the source's active call; other numbers are inactive results; . = no result given. The list is partial. The share of hits here may be higher or lower than overall.

SMILES	aSyn 5UTR inh	HSF1 inh	HIF act	HSF1 activator	IEC-6 cytotox	Platelet DG rel	SKKanGAS inh	HSP90 inh	AI-2 QS modul	KLF5 inh
Cc1nn(-c2ccccc2)c2c1CC1(C(=O)N(C)C(=O)N(C)C1=O)C1CCCCN21 (stereo unspecified)	10	0	-0.4	28	-10	7	0	-1	18	-16
COc1ccc(OC)c(N2C(=O)NC(=O)C(CCc3ccncc3)(CCc3ccncc3)C2=O)c1	-1	-3	-0.2	5	1	-2	-4	-3	13	-15
CCc1ccc(N2C(=O)NC(=O)C(CCc3ccncc3)(CCc3ccncc3)C2=O)cc1	9	-12	0.0	-10	0	-4	-4	5	14	-12
COCCOC(=O)c1c(N)n(Cc2ccco2)c2nc3ccccc3nc12	-23	-4	-0.3	5	-9	-35	-2	3	-3	-72
O=C(Cn1nc(Cc2cccnc2)c2ccccc2c1=O)N1CCC2(CC1)OCCO2	-7	4	-0.4	3	2	-18	-1	0	15	-35
Cc1cccc(C)c1N1CCN(c2c(C)cccc2C)CC1	-9	0	-1.7	-17	-4	-8	12	-7	6	-36
CN1C(=O)N(C)C(=O)C2(Cc3cc(NC(=O)c4ccccc4Cl)ccc3N3CCCC32)C1=O (stereo unspecified)	-13	-2	0.3	-16	0	0	-12	1	15	-29
O=C(CN1CC(c2ccccc2)CC1=O)Nc1ccccc1 (stereo unspecified)	-2	-1	-0.6	-7	-5	1	-9	-2	15	-2
O=C(Nc1cccc(Cl)c1)N1C[C@H]2C[C@@H](C1)c1cccc(=O)n1C2	11	-9	0.0	-1	2	1	-5	-2	31	-6
c1ccc(CCNCc2cccnc2)cc1	-1	6	-0.4	25	0	-4	0	-1	12	-36
CCN1CCN(S(=O)(=O)c2cnc(Cl)c(Br)c2)CC1	-47	-5	-37	3	-4	-7	-8	0	25	7
COc1cccc(NP(=O)(Oc2ccccc2Cl)Oc2ccccc2Cl)c1	2	-3	.	24	-8	6	20	2	19	-6

Record cards (already shown). Order of values: aSyn 5UTR inh, HSF1 inh, HIF act, HSF1 activator, IEC-6 cytotox, Platelet DG rel, SKKanGAS inh, HSP90 inh, AI-2 QS modul, KLF5 inh
`c1ccc(CCNCc2cccnc2)cc1` across the screens: -1, 6, -0.4, 25, 0, -4, 0, -1, 12, -36
`Cc1cccc(C)c1N1CCN(c2c(C)cccc2C)CC1` across the screens: -9, 0, -1.7, -17, -4, -8, 12, -7, 6, -36

(continued)
SMILES	aSyn 5UTR inh	HSF1 inh	HIF act	HSF1 activator	IEC-6 cytotox	Platelet DG rel	SKKanGAS inh	HSP90 inh	AI-2 QS modul	KLF5 inh
CCCCc1nc(N2CCNCC2)c(C#N)c2c1CSC(C)(C)C2	26	6	-0.6	0	-6	2	-6	9	29	-6
CCCCn1c(O)c(C(CC)=NCCN2CCCCC2)c(=O)[nH]c1=O	-5	8	0.1	23	7	-5	-10	1	22	3
CCN1CCN(Cc2cccnc2)CC1	1	-4	2.4	6	0	0	-19	2	-12	-3
CCN(c1ccc(C(O)(C(=O)OC)C(F)(F)F)cc1)S(=O)(=O)c1ccc(C)cc1 (stereo unspecified)	-25	10	-0.3	-6	-4	6	0	0	13	-32
O=c1[nH]c(=O)n(-c2ccc(Cl)cc2)c(O)c1C=Nc1ccc(S(=O)(=O)Nc2nccs2)cc1	-16	8	0.0	26	-1	-12	-8	-2	-78*	-28
C=CCNC(=S)/N=C/c1c(O)[nH]c(=O)[nH]c1=O	-9	3	-0.4	0	0	5	-6	0	26	-1
O=C1C2CCCN2C(c2ccncc2)N1c1ccc(Cl)c(Cl)c1 (stereo unspecified)	0	5	-0.1	15	6	-1	-5	4	15	-12
O=c1[nH]c(O)c(C=Nc2ccc(F)c(Cl)c2)c(=O)[nH]1	-8	0	-7.3	-5	3	-3	0	1	38	4
CC(C)c1ccc(OCC(=O)N2CCCN(C)CC2)cc1	-31	3	1.4	9	0	7	-2	0	15	-18
Oc1ccc(C2=CCNCC2)cc1O	10	8	-1.6	2	.	-23	6	.	-3	.
CN1CCCN(C(=O)COc2ccc(Br)cc2)CC1	11	1	-0.1	-8	0	0	-9	-3	3	-29
CN(C)CCN=Cc1c(O)n(-c2cccc(C(F)(F)F)c2)c(=O)[nH]c1=O	-28	-6	-0.1	10	-5	-17	-9	2	21	-25
C/C(=N\NP(=S)(c1ccccc1)c1ccccc1)c1ccc(O)cc1O	-14	4	-0.3	5	2	2	-5	-2	3	-14
COc1ccccc1-n1c(O)c(C=Nc2c(C)n(C)n(-c3ccccc3)c2=O)c(=O)[nH]c1=O	-11	-3	.	-2	2	-2	1	5	14	1
CC1(c2ccc(Cl)cc2Cl)OCC(Cn2cncn2)O1 (stereo unspecified)	28	7	0.1	6	2	4	-5	-3	1	18
c1cnc(N2CCNCC2)nc1	3	8	1.4	-6	7	-3	-4	-2	9	8
CCN(CC)P(=O)(NC(=O)c1cccn1C)N(CC)CC	4	-84*	-0.2	-89	-7	-1	-2	2	14	-5
O=C1NC(=O)C(=Cc2ccc(OCC(=O)N3CCOCC3)cc2)C(=O)N1	17	-7	0.0	-11	1	-1	-5	0	12	-17
CN1C2CCC1C(COC(=O)c1ccccc1)C(O)C2 (stereo unspecified)	-8	-3	1.0	-5	2	-3	-5	1	-4	-2
CCCCCn1c(=O)c(C(=O)NCc2ccc(Cl)cc2)c(O)c2ccccc21	31	-6	0.5	13	-3	-4	17	-4	15	-16
O=c1[nH]c(=S)n(-c2ccccc2F)c(O)c1C=NCCN1CCNCC1	-5	-2	1.9	9	-1	-1	4	0	-4	-55
COc1ccccc1OCC#CCN1CCCC1	14	-5	-0.1	-7	-5	4	11	6	10	-4
O=c1[nH]sc2cc(F)ccc12	-38	-22	-1.3	1	1	22	26	2	-14	-10
C#CCNc1ccncc1S(=O)(=O)NC(=O)NC(C)C	1	4	-0.3	13	-1	-1	3	9	6	28
Cc1nn(Cc2ccccc2Cl)c(C)c1C(=O)OCC(=O)NC1CCS(=O)(=O)C1 (stereo unspecified)	5	12	0.3	-6	-1	14	3	2	4	-1
CCOC(=O)CCCCCNC(=O)c1c(O)[nH]c(=O)[nH]c1=O	8	-13	0.1	-16	.	0	0	.	19	.
CN(C)CCN(C(=O)COc1ccc(Cl)cc1)c1nc2cc3c(cc2s1)OCO3	-26	-1	0.9	5	-7	-1	-1	-4	21	-19
CCOC(=O)C1=C(C)OC(N)=C(C#N)C12C(=O)Nc1ccc(C)cc12 (stereo unspecified)	1	.	-0.2	.	-5	-5	.	-1	16	-27
CN1C(=O)CN=C(c2ccccc2Cl)c2cc(Br)ccc21	10	3	-0.1	-2	2	2	4	3	-4	-27
COc1cccc(NP(=O)(Oc2ccc(Cl)cc2)Oc2ccc(Cl)cc2)c1	8	6	.	6	6	3	56*	3	20	-16
COc1ccc(C(=O)OC2C[C@H]3CC[C@@H](C2)N3O)cc1OC (stereo partly specified)	10	2	0.3	-3	-4	12	12	-3	10	-37
CCCc1[nH]nc2c1C1(C(=O)N(CC(N)=O)c3ccccc31)C(C(=O)OC)=C(N)O2 (stereo unspecified)	16	7	0.0	18	1	3	-4	-1	14	-28

Of the compounds above, 11 contain sulfur:
SMILES	aSyn 5UTR inh	HSF1 inh	HIF act	HSF1 activator	IEC-6 cytotox	Platelet DG rel	SKKanGAS inh	HSP90 inh	AI-2 QS modul	KLF5 inh
CCN1CCN(S(=O)(=O)c2cnc(Cl)c(Br)c2)CC1	-47	-5	-37	3	-4	-7	-8	0	25	7
CCCCc1nc(N2CCNCC2)c(C#N)c2c1CSC(C)(C)C2	26	6	-0.6	0	-6	2	-6	9	29	-6
CCN(c1ccc(C(O)(C(=O)OC)C(F)(F)F)cc1)S(=O)(=O)c1ccc(C)cc1 (stereo unspecified)	-25	10	-0.3	-6	-4	6	0	0	13	-32
O=c1[nH]c(=O)n(-c2ccc(Cl)cc2)c(O)c1C=Nc1ccc(S(=O)(=O)Nc2nccs2)cc1	-16	8	0.0	26	-1	-12	-8	-2	-78*	-28
C=CCNC(=S)/N=C/c1c(O)[nH]c(=O)[nH]c1=O	-9	3	-0.4	0	0	5	-6	0	26	-1
C/C(=N\NP(=S)(c1ccccc1)c1ccccc1)c1ccc(O)cc1O	-14	4	-0.3	5	2	2	-5	-2	3	-14
O=c1[nH]c(=S)n(-c2ccccc2F)c(O)c1C=NCCN1CCNCC1	-5	-2	1.9	9	-1	-1	4	0	-4	-55
O=c1[nH]sc2cc(F)ccc12	-38	-22	-1.3	1	1	22	26	2	-14	-10
C#CCNc1ccncc1S(=O)(=O)NC(=O)NC(C)C	1	4	-0.3	13	-1	-1	3	9	6	28
Cc1nn(Cc2ccccc2Cl)c(C)c1C(=O)OCC(=O)NC1CCS(=O)(=O)C1 (stereo unspecified)	5	12	0.3	-6	-1	14	3	2	4	-1
CN(C)CCN(C(=O)COc1ccc(Cl)cc1)c1nc2cc3c(cc2s1)OCO3	-26	-1	0.9	5	-7	-1	-1	-4	21	-19
